High-throughput results (PubChem)
Shiga inhibitor: Shiga toxin inhibition. AID 2315. Vero cells, Shiga toxin protein synthesis inhibition reporter. inhibition, % at 38.7 µM. 9.2% of 290,000 active; in the data active = inhibition mostly above about 28%, no sharp cut-off; inactive = mostly below about 43%; also: 0% is about no effect
FBPA Giardia inh: inhibitors of Giardia lamblia fructose-1,6-bisphosphate aldolase; Potency, µM (series often up to 59.6 µM), without a hit: at the highest dose activity, negative = inhibition, most hits filed as inhibitors; A8B2U2; 0.71% of 290,000 active; purified Giardia FBPA; also: potency is read from the fitted curve at half-maximal effect; % is scaled to controls: 0 for no effect and ±100 for the full control effect; nearly all actives have a fitted effect of over 55% in size
Target sequence (A8B2U2 whole entry, looked up): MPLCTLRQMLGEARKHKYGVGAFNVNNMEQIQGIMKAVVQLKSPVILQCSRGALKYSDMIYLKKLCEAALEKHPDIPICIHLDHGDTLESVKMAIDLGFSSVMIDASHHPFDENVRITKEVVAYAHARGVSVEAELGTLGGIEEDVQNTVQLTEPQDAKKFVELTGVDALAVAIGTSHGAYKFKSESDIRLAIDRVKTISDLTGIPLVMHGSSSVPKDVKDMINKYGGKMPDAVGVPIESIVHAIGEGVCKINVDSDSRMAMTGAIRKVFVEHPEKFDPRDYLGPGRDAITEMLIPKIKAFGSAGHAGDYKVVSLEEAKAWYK
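Giardia FBPA (40 nM reagent) was preincubated 10 min at RT with compound (up to 57.5 uM final), then substrate plus GAPDH/TPI/NAD/arsenate coupling system with diaphorase/resazurin was added; resorufin fluorescence (525/598 nm) was read after 20 min.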
HCV inhibitor: inhibitors of hepatitis C virus infection; Huh7.5.1 HCVcc-Cre infection, luciferase reporter, 44 h; Potency, µM (doses to about 41.8 µM), inactives show at the top dose activity change, negative = inhibition, hits mostly inhibitors; 3.4% of 340,000 active; also: potency is read from the fitted curve at half-maximal effect; % is scaled to controls: 0 for no effect and ±100 for the full control effect
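Compounds are dispensed onto cells plated 4 h earlier at 1,000 per well, with HCVcc-Cre virus (about 0.5 moi) added next. Following 44 h of culture, luminescent signal is measured for 15 sec after 15 min with substrate at room temperature.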
Pf growth 96h: P. falciparum growth inhibition at 96 hour, primary screen for plastid delayed-death inhibitors; P. falciparum luciferase reporter growth, 96 h; Potency, µM (highest dose often 28.7 µM), inactives show top-dose activity change, negative = inhibition, most hits filed as inhibitors; 6.9% of 320,000 active; AID 504834; also: potency is read from the fitted curve at half-maximal effect; % is scaled to controls: 0 for no effect and ±100 for the full control effect
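P. falciparum expressing integrated firefly luciferase grown in erythrocytes (2% hematocrit, 0.05% parasitemia final) with compounds for 96 hours at 37 C, 5% CO2. Growth inhibition read as loss of luminescence after adding luciferase detection reagent.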
Pf growth 48h: P. falciparum growth inhibition at 48 hours (one generation); P. falciparum luciferase growth in erythrocytes, 48 h; Potency, µM (series often up to 28.7 µM), for the others: top-dose activity change, negative = inhibition, most hits filed as inhibitors; 5.9% of 310,000 active; also: potency is read from the fitted curve at half-maximal effect; % is scaled to controls: 0 for no effect and ±100 for the full control effect
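Erythrocytes infected with P. falciparum carrying an integrated firefly luciferase reporter (2% hematocrit, 0.1% parasitemia final) were exposed to compounds in RPMI 1640 with 0.5% Albumax at 37 C, 5% CO2. Growth inhibition was scored as reduced luminescence.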
CHX counter: counter-screen hit for Shiga toxin inhibitors, cycloheximide. 12% of 300,000 active. max response, %. cell reporter, cycloheximide protein synthesis inhibition counterscreen; in the data active = max response mostly above about 13%, no sharp cut-off; inactive = mostly below about 14%; also: read at 38.3 µM for the half of the compounds with a filed dose; 0% is about no effect
An asterisk follows results filed as active; ? = inconclusive; · = no result given; [ ] = another dose, or the depositor's remark. Unless noted, calls follow the shape of the dose curve; as a rule, active = well fitted curve in the direction sought with a large enough effect; inconclusive = small, poorly fitted or top-dose-only effect, or another doubt; inactive = no such curve, though single readings can be large; an effect the other way counts as inactive or inconclusive.

(1) CCCCCC1C/C(=N\O)C=C(C)C1C(=O)OC (stereo unspecified)
(2) COc1ccc(/C=N/NC(=O)c2ccco2)cc1Cn1nc(C)c([N+](=O)[O-])c1C
(3) Cc1ccc(N(CC(=O)N2CCCCC2)S(=O)(=O)c2ccc(C)cc2)cc1
(4) CC(=O)c1cccc(NC(=S)NC(=O)Cc2ccccc2)c1
(5) COc1cccc(/C=C/C(=O)OCC(=O)Nc2ccc3[nH]c(=O)[nH]c3c2)c1OC
(6) COCCn1c(C)cc(C(=O)CN2C(=O)NC3(CCCCCC3)C2=O)c1C
(7) Cn1c(COc2ccc([N+](=O)[O-])cc2)nnc1SCC(=O)NCC1CCCO1 (stereo unspecified)
(8) Cc1cc(S(=O)(=O)N2CCN(CC(=O)NCCc3cccs3)CC2)ccc1Br

entry no.,1,2,3,4,5,6,7,8
Shiga inhibitor,-4,-10,20,39,·,·,-5,·
FBPA Giardia inh,4%,0%,5%,-4%,·,·,-1%,·
HCV inhibitor,-5%,-24%,23%,9%,-5%,7%,31%[activator],3%
Pf growth 96h,?,0%,4%,-3%,5%,99%[activator],?,?
Pf growth 48h,?,?,-26%,26%,17%,42%[activator],20%,?
CHX counter,-1,9,-4,9,·,·,-12,·

(9) C=CCn1c(-c2cc(OC)c(OC)c(OC)c2)n[nH]c1=S
(10) CCN(CC)C(=O)c1c(-c2ccccc2)oc2ccc(OC)cc12
(11) CCOC(=O)N1CCN(C(=O)c2ccc3c(=O)n(Cc4ccccc4OC)c(=S)[nH]c3c2)CC1
(12) Cc1nc(/C(N)=N/OC(=O)c2cccc(Cl)c2)c(C(F)(F)F)o1
(13) COc1cc(/C=C2\SC(=O)NC2=O)ccc1Oc1cnccn1
(14) CC(=O)N1CCN(c2ccc(NCc3cccs3)cc2)CC1
(15) COc1nc(NCC2CCCO2)nc(N2CC3CC(C2)c2cccc(=O)n2C3)n1 (stereo unspecified)
(16) CC(=O)N1c2ccc(S(=O)(=O)N3CCC(C(=O)NCCc4ccc(Cl)cc4)CC3)cc2CC1C (stereo unspecified)

entry no.,9,10,11,12,13,14,15,16
Shiga inhibitor,-3,-17,25,37,16,-3,-3,3
FBPA Giardia inh,-13%,4%,-12%,1%,20%,-24%,-1%,·
HCV inhibitor,9%,-28%,-3%,-21%,1%,0%,8%,10µM*
Pf growth 96h,30%,?,18%,13%,8%,·,2%,6%
Pf growth 48h,10%,?,27%,1%,16%,9%,-10%,?
CHX counter,-3,-5,-3,11*,2,-3,-3,-1

(17) CC(C)C[C@H](NC(=O)C1CC(=O)N(c2ccc3c(c2)OCO3)C1)C(=O)NCc1ccco1 (stereo partly specified)
(18) CC(C)C[C@H](NC(=O)c1nc[nH]c1C(=O)N[C@@H](CCCCNC(=O)OC(C)(C)C)C(=O)OC(C)(C)C)C(=O)OC(C)(C)C
(19) CCOC(=O)c1ccc(NC(=O)N2C[C@@H]3C[C@@H](C2)c2cccc(=O)n2C3)cc1
(20) CCOC(=O)c1ccc(CNS(=O)(=O)c2c(C)ccc3nsnc23)o1
(21) NS(=O)(=O)c1cc(C(=O)Nc2ccc3c(c2)CCC3)ccc1Cl
(22) CC1CN(C(=O)CCNC(=O)c2ccc(Br)cc2)CC(C)O1 (stereo unspecified)
(23) COc1ccc(COC(=O)c2c(C)nn(-c3ccccc3)c2Cl)cc1
(24) CN(C(=O)c1ccc2c(c1)CCN2S(C)(=O)=O)c1ccccc1

entry no.,17,18,19,20,21,22,23,24
Shiga inhibitor,-2,-3,-2,-5,89*,·,39*,10
FBPA Giardia inh,·,-22%,9%,1%,7%,·,-10%,2%
HCV inhibitor,8%,?,-4%,10%,?,21%,?,1%
Pf growth 96h,-11%,2.1µM*,?,-23%,15%,0%,1%,?
Pf growth 48h,-11%,3.7µM*,-12%,11%,41%[activator],0%,0%,-7%
CHX counter,-2,-2,-1,-1,20*,·,22*,-3

Exported bar-delimited: part of the list above
No. | mol | Shiga inhibitor | FBPA Giardia inh | HCV inhibitor | Pf growth 96h | Pf growth 48h | CHX counter
18 | CC(C)C[C@H](NC(=O)c1nc[nH]c1C(=O)N[C@@H](CCCCNC(=O)OC(C)(C)C)C(=O)OC(C)(C)C)C(=O)OC(C)(C)C | -3 | -22% | ? | 2.1µM* | 3.7µM* | -2
19 | CCOC(=O)c1ccc(NC(=O)N2C[C@@H]3C[C@@H](C2)c2cccc(=O)n2C3)cc1 | -2 | 9% | -4% | ? | -12% | -1

Later entries.
(25) COC(=O)c1ccc(-n2c(C)cc(C(=O)CSc3ccc(NC(C)=O)cc3)c2C)cc1
(26) CC1CCc2nc(NC(=O)c3ccc(N4C(=O)CCC4=O)cc3)sc2C1 (stereo unspecified)
(27) COc1cccc(NC(=O)C2Cc3ccccc3CN2C(=O)c2ccco2)c1 (stereo unspecified)
(28) CCC1CCCCN1C(=O)COc1c(Br)cc(Br)c2cccnc12 (stereo unspecified)
(29) O=C(NNC(=O)C12CC3CC(CC(O)(C3)C1)C2)c1csc(N2CCOCC2)n1
(30) O=C(OCC(=O)N1CCN(c2ccccc2)CC1)c1cccc(Cl)c1
(31) CC(=O)Nc1cc(C(=O)N2CCc3ccccc3C2)ccc1Sc1ccc(F)cc1
(32) CCCS(=O)(=O)N1CCCC(C(=O)N2CCN(c3ccccn3)CC2)C1 (stereo unspecified)

entry no.,25,26,27,28,29,30,31,32
Shiga inhibitor,-7,35*,79*,-7,-15,11,-3,-22
FBPA Giardia inh,-4%,·,-4%,-14%,·,3%,0%,1%
HCV inhibitor,-18%,3%,-16%,?,·,3%,4%,11%
Pf growth 96h,?,9%,-17%,?,-30%,?,·,31%[activator]
Pf growth 48h,?,?,?,?,6%,8%,-11%,-5%
CHX counter,-3,13*,54*,-2,14,14,0,-4

(33) COc1cc(/C=C/[N+](=O)[O-])ccc1O
(34) Cc1cc(NC(=O)CCC2CCCCC2)no1
(35) COc1cc(S(=O)(=O)NCc2ccc3c(c2)OCO3)ccc1F
(36) O=C(Nc1ccc2c(c1)OCO2)C1CCN(S(=O)(=O)Cc2ccccc2)CC1
(37) CC(C)(C)C(=O)NCC12C=CC(O1)C1C(=O)N(c3ccccc3)C(=O)C12 (stereo unspecified)
(38) c1cnc2c(Oc3ncnc4sccc34)cccc2c1
(39) CC(=O)c1c(C)[nH]c(C(=O)Nc2nc(-c3ccc(Cl)cc3)cs2)c1C
(40) Cc1ccc(CNCC2CCCO2)s1 (stereo unspecified)

entry no.,33,34,35,36,37,38,39,40
Shiga inhibitor,-27,61*,-4,-22,7,27,5,7
FBPA Giardia inh,?,2%,4%,-2%,-1%,0%,-8%,-4%
HCV inhibitor,8%,1%,8%,?,3%,-2%,?,15%
Pf growth 96h,?,-85%,4%,?,2.1µM*,53%[activator],?,-3%
Pf growth 48h,?,-27%,-1%,?,27%,31%,?,·
CHX counter,-8,25*,-4,-3,-1,11,0,4

(41) Cc1ccsc1/C=N/n1c(COc2ccccc2)n[nH]c1=S
(42) CCC(=O)c1ccc(N2CCN(C(=O)COc3ccccc3F)CC2)c(F)c1
(43) C/C(=C\C(=O)c1cccnc1)Nc1ccc(C)c(C)c1
(44) O=C(Nc1cc(C(F)(F)F)ccc1O)Nc1cc(C(F)(F)F)ccc1O
(45) CC1(C)NC(=O)N(CCOc2ccc([N+](=O)[O-])cc2)C1=O
(46) O=C(Nc1ccc(Cl)cc1)Nc1ccc2c(c1)OCO2
(47) CCOc1ccc(CCNC(=O)CCS(=O)(=O)c2ccc(Br)cc2)cc1OCC
(48) [O-]/[N+](=C\c1ccc(F)cc1)c1ccccc1

entry no.,41,42,43,44,45,46,47,48
Shiga inhibitor,-4,-21,44,-4,-5,80*,-7,6
FBPA Giardia inh,9%,3%,10%,-9%,3%,·,-1%,-24%
HCV inhibitor,-4%,?,?,·,14%,-5%,-25%,16%
Pf growth 96h,0%,30%,?,·,-14%,-7%,-8%,·
Pf growth 48h,9%,?,-4%,·,-1%,120%[activator],-7%[0.00184 µM],33%[activator]
CHX counter,-3,-1,29*,2,-3,76*,-6,18*

(49) CCCC(=O)n1nc(-c2cccnc2)nc1NCc1cccs1
(50) COc1ccc(S(=O)(=O)/C(C#N)=C/Nc2cccc(F)c2)cc1
(51) Cc1ccc(-c2cn(S(=O)(=O)c3cccc([N+](=O)[O-])c3)nc2N)cc1
(52) O=CNn1cnc2c(oc3nc(-c4ccccc4)cc(-c4ccco4)c32)c1=O
(53) C[C@@H](Oc1ccccc1)c1nnn(Cc2ccccc2)c1-c1c([C@@H](C)Oc2ccccc2)nnn1Cc1ccccc1
(54) C/C=C/c1ccc(OCCCCN(C)Cc2ccccc2)c(OC)c1
(55) Cc1ccc(C(=O)CSc2nc(N)cc(=O)[nH]2)cc1C
(56) CCOC(=O)C1CCCN(C(=O)COC(=O)c2ccc(C#N)cc2)C1 (stereo unspecified)

entry no.,49,50,51,52,53,54,55,56
Shiga inhibitor,8,-5,14,-10,-4,·,14,3
FBPA Giardia inh,-1%,0%,-7%,?,0%,-30%,?,2%
HCV inhibitor,11%,-9%,?,-24%,-21%,11µM*,?,-1%
Pf growth 96h,?,16%,6.6µM*,40%[activator],6.6µM*,·,116%[activator],35%[activator]
Pf growth 48h,-4%,13%,3.3µM*,23%,?,-15%,6%,0%
CHX counter,-1,1,-2,5,-3,-3,-2,8

(57) CC(C)NC(=O)c1c(O)c2ccccc2[nH]c1=O
(58) CCc1ccc2c(c1)C(c1ccc([N+](=O)[O-])cc1)=NNC(c1ccc(F)cc1)=N2
(59) CCC(=O)NNC(=O)CCC(=O)Nc1cccc(Cl)c1C
(60) CN1CCN(CC#CCC(O)(c2ccccc2)c2ccccc2)CC1
(61) CCc1[nH]nc(C(=O)N/N=C/c2ccncc2)c1C

entry no.,57,58,59,60,61
Shiga inhibitor,-4,63*,-13,-2,50*
FBPA Giardia inh,-5%,-1%,1%,-2%,·
HCV inhibitor,?,0%,-4%,-20%,1%
Pf growth 96h,4.1µM*,?,-23%,0%,125%[activator]
Pf growth 48h,10µM*,42%[activator],17%,-7%,71%[activator]
CHX counter,14,24*,-1,8,24*

Ordered by length of the SMILES (falling): eleven of the compounds above
(53) C[C@@H](Oc1ccccc1)c1nnn(Cc2ccccc2)c1-c1c([C@@H](C)Oc2ccccc2)nnn1Cc1ccccc1
(58) CCc1ccc2c(c1)C(c1ccc([N+](=O)[O-])cc1)=NNC(c1ccc(F)cc1)=N2
(51) Cc1ccc(-c2cn(S(=O)(=O)c3cccc([N+](=O)[O-])c3)nc2N)cc1
(52) O=CNn1cnc2c(oc3nc(-c4ccccc4)cc(-c4ccco4)c32)c1=O
(47) CCOc1ccc(CCNC(=O)CCS(=O)(=O)c2ccc(Br)cc2)cc1OCC
(56) CCOC(=O)C1CCCN(C(=O)COC(=O)c2ccc(C#N)cc2)C1 (stereo unspecified)
(60) CN1CCN(CC#CCC(O)(c2ccccc2)c2ccccc2)CC1
(55) Cc1ccc(C(=O)CSc2nc(N)cc(=O)[nH]2)cc1C
(59) CCC(=O)NNC(=O)CCC(=O)Nc1cccc(Cl)c1C
(61) CCc1[nH]nc(C(=O)N/N=C/c2ccncc2)c1C

entry no.,53,58,51,52,47,56,60,55,59,61
Shiga inhibitor,-4,63*,14,-10,-7,3,-2,14,-13,50*
FBPA Giardia inh,0%,-1%,-7%,?,-1%,2%,-2%,?,1%,·
HCV inhibitor,-21%,0%,?,-24%,-25%,-1%,-20%,?,-4%,1%
Pf growth 96h,6.6µM*,?,6.6µM*,40%[activator],-8%,35%[activator],0%,116%[activator],-23%,125%[activator]
Pf growth 48h,?,42%[activator],3.3µM*,23%,-7%[0.00184 µM],0%,-7%,6%,17%,71%[activator]
CHX counter,-3,24*,-2,5,-6,8,8,-2,-1,24*

(57) CC(C)NC(=O)c1c(O)c2ccccc2[nH]c1=O

entry no.,57
Shiga inhibitor,-4
FBPA Giardia inh,-5%
HCV inhibitor,?
Pf growth 96h,4.1µM*
Pf growth 48h,10µM*
CHX counter,14
